HCV NS3 hel inh: inhibitors of HCV NS3 helicase, primary screen, biochemical, Cy5 molecular beacon fluorescence | Hepatitis C virus NS3 helicase | NS3 helicase DNA unwinding | inhibition, % at 10.9 µM | actives 0.56% (n = 290,000);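 active = inhibition above the mean of all tested compounds plus 3 SD, set per campaign, cut at about 35% in these data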;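 note: 0% = DMSO wells and 100% = thioflavine S control wells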
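Assay system: hepatitis C virus NS3 helicase domain fragment enzyme. Also added: annealed dual-labelled DNA beacon duplex, ATP-started. Timing: 1 h reaction at 25 °C, ATP-initiated. Technique: Cy5 fluorescence at 0 and 60 min, beacon hairpin quenching. Evaluation: % inhibition of unwinding. Replication: one well per compound.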
CRFBP-R2 block: antagonists of CRF-BP/CRF-R2 complex, primary screen, cell-based, HEK293, calcium dye fluorescence, uHTS; CRF-induced calcium fluorescence; inhibition, % at 11.8 µM; actives 0.59% (n = 350,000); AID 588475, 2011;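 active = inhibition of the ligand-induced calcium signal above about 50% at the single tested concentration, limit read from the data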
GalR3 antag: GalR3 antagonists in HEK293 cells, primary screen, cell-based, fluorescence readout | HEK293 GalR3-CNG cAMP membrane potential fluorescence; galR3 body fused to GalR1 C-terminus | AID 651719, 2012 | actives 0.44% (n = 360,000) | inhibition, % at 3 µM;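 active = inhibition above the screen-wide average plus 3 SD, cut at about 13% in these data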;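 note: forskolin and galanin both at EC90 stimulate the cells; cAMP rise reported by CNG channel membrane potential dye signal; 0% = forskolin plus galanin with DMSO and 100% = forskolin alone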
Target sequence (O60755 1-299 limits assumed): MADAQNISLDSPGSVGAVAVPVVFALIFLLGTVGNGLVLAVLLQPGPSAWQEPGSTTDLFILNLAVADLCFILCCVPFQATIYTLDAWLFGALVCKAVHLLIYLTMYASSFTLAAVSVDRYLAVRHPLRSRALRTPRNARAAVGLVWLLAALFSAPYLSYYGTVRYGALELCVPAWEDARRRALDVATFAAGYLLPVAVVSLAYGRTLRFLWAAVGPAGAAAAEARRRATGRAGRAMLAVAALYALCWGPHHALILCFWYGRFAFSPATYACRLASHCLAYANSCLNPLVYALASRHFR
MEKK2 WT-MEK5: modulators of MEK5 binding to wildtype MEKK2, primary screen, biochemical, multiplex bead flow cytometry, Alexa488-MEK5 | Mitogen-activated protein kinase kinase kinase 2 (Homo sapiens), Q9Y2U5 | Alexa488-MEK5 binding to MEKK2 WT; actives lie on both sides | binding response (% of control), % at 10 µM | actives 1.1% (n = 290,000) | AID 1531, 2009; in the data active = binding response below about 67% or above about 130%
MEKK3 PB1 HTS: modulators of MEKK3-MEK5 PB1 binding, primary screen, biochemical, wildtype MEKK3, multiplex bead flow cytometry, Alexa488-MEK5; AID 1529, 2009; binding response (% of control), % at 10 µM; bead-based flow cytometry, Alexa488-MEK5 binding to MEKK3; actives lie on both sides; 0 = blocked by unlabeled MEK5, 100 = vehicle; Mitogen-activated protein kinase kinase kinase 3 (Homo sapiens), Q99759; actives 1.4% (n = 290,000);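 active = binding response more than 3 SD above or below the average of its plate-row segment, actives on both sides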;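 note: Alexa488 bead fluorescence after subtracting the streptavidin-only scavenger bead signal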
Target sequence (Q99759 whole entry, looked up): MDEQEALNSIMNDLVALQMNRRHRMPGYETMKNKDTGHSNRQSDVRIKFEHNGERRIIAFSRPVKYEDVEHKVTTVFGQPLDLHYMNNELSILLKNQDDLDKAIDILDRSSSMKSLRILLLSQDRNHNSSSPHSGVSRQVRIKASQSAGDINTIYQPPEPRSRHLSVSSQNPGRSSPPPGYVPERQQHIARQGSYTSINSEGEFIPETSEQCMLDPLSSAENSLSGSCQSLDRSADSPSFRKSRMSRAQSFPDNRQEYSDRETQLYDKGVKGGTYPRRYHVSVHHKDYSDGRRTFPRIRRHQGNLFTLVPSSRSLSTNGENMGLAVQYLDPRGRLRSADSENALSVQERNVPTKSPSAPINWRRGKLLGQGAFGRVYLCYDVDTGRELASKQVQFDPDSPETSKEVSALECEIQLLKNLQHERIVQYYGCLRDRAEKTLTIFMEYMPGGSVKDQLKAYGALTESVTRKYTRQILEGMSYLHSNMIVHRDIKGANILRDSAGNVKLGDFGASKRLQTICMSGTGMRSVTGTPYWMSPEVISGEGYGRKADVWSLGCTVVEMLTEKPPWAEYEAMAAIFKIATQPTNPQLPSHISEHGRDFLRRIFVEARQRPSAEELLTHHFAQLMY
FID counter: compounds displacing fluorescent DNA intercalator, primary screen, artefact control for HCV NS3 helicase inhibitor project, biochemical, FID fluorescence; actives 0.17% (n = 290,000); inhibition, % at 7.9 µM; DNA fluorescent intercalator displacement; AID 1845, 2009; in the data active = inhibition above about 37%;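 note: 0% = vehicle and 100% = reference compound; higher means more ethidium bromide displaced from hairpin DNA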
MEKK2mut PB1 HTS: MEK5 binding signal on mutant MEKK2 PB1, primary screen, biochemical, multiplex bead flow cytometry, Alexa488-MEK5; Alexa488-MEK5 binding to MEKK2 mutant; percent response, % at 10 µM; actives 0.35% (n = 290,000); AID 1530, 2009; in the data active = percent response above about 24%, passing the limit was not always enough; note: inactives centre near 1; some results filed as inactive read as strong as hits; reference of the scale not given here
CRFBP-R2 agonist: agonists of CRF-BP/CRF-R2 complex, primary screen, cell-based, HEK293, calcium dye fluorescence, uHTS. CRF-binding protein / CRF receptor 2 complex (human). calcium dye fluorescence (FLIPR); percent of saturating CRF peptide response. activation, % at 13.2 µM. actives 0.46% (n = 350,000). AID 588473, 2011;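 active = activation of at least 50%, plus an integration ratio under a set limit after plate pattern correction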;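 note: plate controls were neutral control wells without compound for no effect and CRF at EC100 for full effect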
SUMO HTRF inh: inhibitors of in vitro SUMOylation cascade, primary screen, biochemical, HTRF, uHTS. inhibition, % at 35 µM. actives 0.36% (n = 290,000). HTRF SUMOylation assay, SAE1/SAE2 + UBC9. AID 2006, 2009; in the data active = inhibition above about 50%, passing the limit was not always enough; note: strong numbers were not always called active
Target sequence (P63279 whole entry, looked up): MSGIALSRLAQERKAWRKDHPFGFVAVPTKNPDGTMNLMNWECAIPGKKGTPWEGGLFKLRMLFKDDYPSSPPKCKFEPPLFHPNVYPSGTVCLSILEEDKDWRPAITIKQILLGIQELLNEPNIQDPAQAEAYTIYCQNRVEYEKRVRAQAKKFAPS
An asterisk follows results filed as active; x = no result given. These rows are one share of the data. The share of hits here may be higher or lower than overall.

SMILES	HCV NS3 hel inh	CRFBP-R2 block	GalR3 antag	MEKK2 WT-MEK5	MEKK3 PB1 HTS	FID counter	MEKK2mut PB1 HTS	CRFBP-R2 agonist	SUMO HTRF inh
CCn1c(COc2cc(C)ccc2C(C)C)nnc1SCC(=O)Nc1nccs1	0	-1	-2	91	100	-7	-6	-1.6	1
Cc1cc(/C=N/NC(=O)c2nn(C)cc2Cl)c(C)n1-c1cccc(Br)c1	0	7	-2	90	96	-3	-2	1.4	2
CCCCN(C)C(=O)c1cc2c(s1)-c1ccccc1S(=O)(=O)C2	-2	-14	-4	94	93	-24	-9	-0.5	6
COc1ccc(C(Nc2ccccn2)c2c(NC(=O)c3ccco3)sc(C)c2C)cc1 (stereo not drawn)	-3	-13	-1	99	124	-7	0	-1.0	-4
CCc1ccc(C2=CC(c3cc(Br)ccc3F)n3ncnc3N2)cc1 (stereo not drawn)	-6	-10	-4	106	110	-19	14	54*	31
CCOc1ccc2c(c1)C(N(CCN1CCOCC1)C(=O)Nc1ccc(OC)cc1OC)CC(C)(C)O2 (stereo not drawn)	-1	-7	-7	103	103	-4	5	-1.9	4
Cc1cccc(NC(=O)c2cccnc2)c1C	-2	10	-3	101	97	-8	2	-1.0	10
CCO/C=N/c1c(C#N)c2c(c(=S)n1C)COC(C)(C)C2	3	-1	-2	98	96	2	0	-0.7	0
COc1ccc(C(=O)COC(=O)C(CC(C)C)N2C(=O)c3ccccc3C2=O)cc1 (stereo not drawn)	-13	-2	-4	99	100	-19	2	0.0	-6
O=C(NCc1cccnc1)c1ccc(=O)oc1	9	-4	3	99	100	0	-1	-0.2	12
Cn1nnnc1SCCNC/C=C/c1ccccc1	-2	2	-3	95	90	4	-6	-1.4	15
O=C(NC1CC1)C1=C[C@@H](c2coc3ccccc3c2=O)C[C@@H](OCCCCO)O1	x	-7	-2	97	98	x	-4	0.2	-6
COc1ccccc1C(=O)NN1C(=O)C2C3C=CC(O3)C2C1=O (stereo not drawn)	1	-16	-4	107	104	-5	2	1.6	-4
CCn1nc(C)c(Oc2ccccc2O)c1C	0	-5	-5	97	95	5	-3	-1.1	13
CCOC(=O)c1ccc(NC(=O)CSc2nnc(CNC(=O)c3ccco3)o2)cc1	20	3	-8	100	100	-20	3	1.6	5
COc1cc(/C=N/NS(=O)(=O)c2ccc(Br)cc2)ccc1O	-3	2	0	106	106	-6	6	-0.6	-12
S=c1[nH]nc(Cn2cnc3ccccc32)n1-c1ccccc1	-23	0	-4	101	102	-6	-2	-3.5	-2
COc1ccc(NC(=S)NC(=O)C2CCCCC2)cc1	3	-9	0	105	103	-13	3	0.5	10
O=C(Nc1nc2cc3c(cc2s1)OCO3)C1=COCCO1	7	-2	x	96	109	-4	15	1.1	6
Cc1cc(NC(=O)CSc2ncnc3c2cnn3-c2ccccc2)no1	4	-9	2	98	103	1	4	1.5	24
N#Cc1c(-c2ccccc2)nc(-c2ccccc2)[nH]c1=O	16	4	-1	106	109	-7	3	0.9	-10
CCOC(=O)N1CCN(CC(O)COC(CC)c2ccccc2)CC1 (stereo not drawn)	6	-18	2	111	110	-12	10	1.6	-42
COc1ccc(NC(=O)C2CCC(C(C)(C)C)CC2)cc1S(=O)(=O)N1CCCCC1 (stereo not drawn)	-3	5	5	108	100	-9	-1	2.4	-28
COc1cc2nc(SCC(=O)NCc3ccco3)n(Cc3ccc(Cl)cc3)c(=O)c2cc1OC	2	3	-3	100	90	-5	-3	-1.6	-4
Cc1ccc(NC(=O)c2nnn(CC(=O)Nc3ccccc3)c2N)cc1C	-1	1	-4	107	104	1	6	0.7	-6

2 entries drawn at random from the list so far, as already listed:
SMILES	HCV NS3 hel inh	CRFBP-R2 block	GalR3 antag	MEKK2 WT-MEK5	MEKK3 PB1 HTS	FID counter	MEKK2mut PB1 HTS	CRFBP-R2 agonist	SUMO HTRF inh
S=c1[nH]nc(Cn2cnc3ccccc32)n1-c1ccccc1	-23	0	-4	101	102	-6	-2	-3.5	-2
Cc1cc(NC(=O)CSc2ncnc3c2cnn3-c2ccccc2)no1	4	-9	2	98	103	1	4	1.5	24

Continuation:
SMILES	HCV NS3 hel inh	CRFBP-R2 block	GalR3 antag	MEKK2 WT-MEK5	MEKK3 PB1 HTS	FID counter	MEKK2mut PB1 HTS	CRFBP-R2 agonist	SUMO HTRF inh
Cc1cc(C)c(C#N)c(SCc2ccccc2[N+](=O)[O-])n1	1	30	4	103	103	2	1	3.7	12
COc1cccc(-c2nn(-c3ccccc3)cc2CN(C)C(C)c2ccncn2)c1 (stereo not drawn)	-5	-21	-6	102	106	-6	-2	-1.2	2
O=C(Nc1ccn([C@H]2CC[C@@H](CO)O2)c(=O)n1)c1ccccc1	-36	-2	-4	97	97	-1	-2	-2.2	1
Cc1ccc(Sc2cnn(-c3ccccc3)c(=O)c2Cl)cc1	0	22	-5	99	96	-4	2	1.3	18
Cc1nn(Cc2ccc(F)cc2)c(C)c1NC(=O)c1cc(-c2ccc3c(c2)OCO3)on1	-1	12	-5	94	98	-1	-4	9.6	35
COc1ccc(-n2c3c(cc(C(=O)Nc4cccc(C)n4)c2=O)C(=O)CC(C)(C)C3)cc1	-10	12	0	92	98	6	-9	-0.8	2
CCc1ccc(NC(=O)N(C2CCCCC2)C(C)c2cccnc2)cc1 (stereo not drawn)	0	22	4	97	98	2	2	1.7	11
O=C1[C@@H]2CSCN2C(=O)CN1Cc1ccccc1F	-2	-6	-10	108	107	-3	11	0.3	2
O=C(CN1CCCCC1)N/N=C/c1ccccc1OCc1ccccc1	-25	26	-3	104	103	3	1	-2.0	5
C=CCn1c(C2CC(=O)N(c3ccc(C)cc3)C2)nc2ccccc21 (stereo not drawn)	-1	2	-5	96	96	-26	-2	-2.5	0
OCC#CCSc1nnc(-c2ccc(Br)cc2)o1	5	-6	-1	105	105	-10	3	-3.0	-10
CSCCC(NC(=O)c1ccco1)C(=O)O (stereo not drawn)	5	6	-2	102	102	2	7	1.2	-10
Cc1nc2nc(CSc3ccc(Cl)cc3)cc(=O)n2[nH]1	3	11	-2	97	90	0	5	0.1	8
CCOC(=O)Cn1nc(-c2ccccc2)c2ccccc2c1=O	4	-1	0	101	101	3	1	-1.1	-2
Cc1ccc(OCCCCc2c(C)n[nH]c2C)cc1	-6	9	-2	108	107	-12	12	0.2	27
COc1ccc(CCn2c(=N)c(S(=O)(=O)c3ccc(C)cc3)cc3c(=O)n4ccccc4nc32)cc1	-7	-26	-1	98	101	-4	0	27	17
CCN(CC)S(=O)(=O)c1ccc(C(=O)Nc2ccc(C(F)(F)F)n(C)c2=O)cc1	-9	5	-2	100	97	-3	-5	-0.4	12
Cn1cccc1Cc1nnc(SCC(=O)NC2CCCC2)n1CCc1ccccc1	3	4	2	102	99	-37	0	-1.4	22
Cc1cc(N2CCN(Cc3cn(C)nc3-c3cccc(Cl)c3)CC2)cc(C)n1	-9	-9	-7	103	107	13	-5	0.8	0
O=C(CSc1ncn[nH]1)NCc1ccccc1Cl	-2	-5	-8	98	98	-5	-9	0.5	-18
Cc1c(/C=N/NC(=O)CNc2ccccc2)c2ccccn2c1C(=O)c1ccncc1	-9	-1	0	102	102	-10	-2	-2.4	-7
COc1ccc(N=NC2=C(O)CC(C)(C)CC2=O)cc1	-3	31	0	104	101	-6	2	7.4	2
CCn1ncc(Cl)c1C(=O)Nc1ccc2c(c1)CCC2	2	x	-2	111	107	-33	8	x	13
CCCc1cc(-c2ccc(O)c(OCC)c2)c(C#N)c(N)n1	-15	8	-6	107	116	-11	3	-2.6	17
COc1ccc(N2C(=O)c3cc4ccccc4cc3C2=O)cc1	-1	10	-7	106	106	-3	9	-1.2	17
(more compounds)
SMILES	HCV NS3 hel inh	CRFBP-R2 block	GalR3 antag	MEKK2 WT-MEK5	MEKK3 PB1 HTS	FID counter	MEKK2mut PB1 HTS	CRFBP-R2 agonist	SUMO HTRF inh
Cc1ccc2c(c1)N(CC(=O)N(Cc1ccccn1)Cc1ccco1)C(=O)C(C(C)C)O2 (stereo not drawn)	-1	-17	-3	99	75	-39	3	-0.9	-2
O=C(Nc1cccc(Br)c1)c1ccc(Cl)c(S(=O)(=O)N2CCOCC2)c1	-4	-96	88*	119	114	-3	5	8.4	-31
NC(=O)c1c(NC(=O)c2c(F)cccc2F)sc2c1CCN(Cc1ccccc1)C2	-20	-36	x	99	101	-1	0	23	8
O=C(OCc1nnc(-c2ccccc2)o1)c1ccc(Cl)cc1	-13	-4	-7	97	102	-22	-2	1.3	1
O=S(=O)(NCc1ccc2c(c1)OCO2)c1ccc(Cl)s1	-8	4	-1	101	100	-9	-4	0.2	2
CCC1(CC)Cc2ccccc2C(CC(=O)N2CCOCC2)=N1	-1	2	-2	102	102	-10	3	1.0	-4
Cc1ccc(OCC(=O)Nc2ccc(N(C)C)cc2)cc1	-1	5	0	106	103	-5	9	0.1	16
NC(=O)c1c(NC(=O)c2ccccc2C(=O)O)sc2c1CCCC2	1	0	-10	105	103	-6	17	0.9	-10
COc1ccc2cc(OCC(=O)NNC(=O)Nc3ccc(OC)c(OC)c3)ccc2c1	-2	0	-1	102	102	-19	1	-2.2	0
Cc1cc(C)c(S(=O)(=O)N2CCCOC2CNC(=O)C(=O)NCCC2=CCCCC2)c(C)c1 (stereo not drawn)	-6	-8	-2	90	102	-2	1	-0.2	15
O=C(Cn1cc2c(n1)CCCCC2)Nc1c(F)c(F)cc(F)c1F	5	-4	-3	98	97	-4	-1	-1.5	1
CN(C)C(=O)Cn1nc(-c2ccccc2)c2ccccc2c1=O	4	-7	-1	110	105	-20	6	-0.7	0
CCn1c(C)c(Br)c(=O)c(C(=O)OC)c1-c1ccc(Cl)cc1	-11	0	-11	103	107	-8	3	-0.9	9
COc1ccc(S(=O)(=O)N2CCOCC2)cc1NC(=O)COC(=O)C1=COCCO1	8	1	-5	97	97	-8	1	0.0	-37
CC(Sc1n[nH]c(N)n1)C(=O)NC1CCCCC1C (stereo not drawn)	4	9	-1	103	102	-4	3	0.8	-1
CC1=CSC2=NC(=O)/C(=C\c3cccn3-c3ccccc3)C(=N)N12	35	-7	-3	101	101	-10	-1	0.2	30

In a second layout: results already given.
mol,HCV NS3 hel inh,CRFBP-R2 block,GalR3 antag,MEKK2 WT-MEK5,MEKK3 PB1 HTS,FID counter,MEKK2mut PB1 HTS,CRFBP-R2 agonist,SUMO HTRF inh
CCOC(=O)N1CCN(CC(O)COC(CC)c2ccccc2)CC1 (stereo not drawn),6,-18,2,111,110,-12,10,1.6,-42
Cc1nc2nc(CSc3ccc(Cl)cc3)cc(=O)n2[nH]1,3,11,-2,97,90,0,5,0.1,8
O=C(Nc1nc2cc3c(cc2s1)OCO3)C1=COCCO1,7,-2,x,96,109,-4,15,1.1,6
OCC#CCSc1nnc(-c2ccc(Br)cc2)o1,5,-6,-1,105,105,-10,3,-3.0,-10
CCn1c(C)c(Br)c(=O)c(C(=O)OC)c1-c1ccc(Cl)cc1,-11,0,-11,103,107,-8,3,-0.9,9
